# ALOX12 inhib – inhibitors of human 12-lipoxygenase (ALOX12) | purified 12-hLO, xylenol orange hydroperoxide absorbance | Potency, µM (highest dose often 57.1 µM), for inactives: top-dose activity change, negative = inhibition, most hits filed as inhibitors | 150,000 compounds, 0.12% hits; further: potency means the concentration at half of the fitted maximal effect; nearly all actives have a fitted effect of over 55% in size; many of its hits are not listed in these tables
# Target sequence (P18054 whole entry, looked up): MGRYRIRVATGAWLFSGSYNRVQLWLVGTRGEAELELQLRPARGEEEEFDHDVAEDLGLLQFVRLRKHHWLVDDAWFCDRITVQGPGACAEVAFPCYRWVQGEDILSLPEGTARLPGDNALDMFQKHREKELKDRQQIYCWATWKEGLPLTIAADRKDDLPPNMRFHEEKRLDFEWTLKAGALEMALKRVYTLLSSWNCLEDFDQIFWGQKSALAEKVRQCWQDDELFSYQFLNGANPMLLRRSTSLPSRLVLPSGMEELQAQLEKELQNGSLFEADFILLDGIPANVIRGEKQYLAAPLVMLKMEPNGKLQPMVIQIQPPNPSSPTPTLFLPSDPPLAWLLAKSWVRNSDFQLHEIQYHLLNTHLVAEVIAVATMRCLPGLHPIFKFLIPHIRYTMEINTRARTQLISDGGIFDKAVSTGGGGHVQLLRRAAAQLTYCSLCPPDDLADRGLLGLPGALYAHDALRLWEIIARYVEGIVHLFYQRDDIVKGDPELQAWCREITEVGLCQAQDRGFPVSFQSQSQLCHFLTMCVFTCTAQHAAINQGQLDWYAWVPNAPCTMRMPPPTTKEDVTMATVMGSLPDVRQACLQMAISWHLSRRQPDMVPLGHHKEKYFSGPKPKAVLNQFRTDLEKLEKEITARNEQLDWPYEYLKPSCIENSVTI
#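 150 nM 12hLO, 25 mM Hepes pH 7.0 + 0.01% Triton X-100; cpd preinc 15 min RT; 40 uM arachidonic acid, 30 min RT; Fe-XO 30 min; A573/A405 ratio as read-out.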
# ALOX15B inhib – blocks human 15-lipoxygenase 2 activity; O15296; purified 15hLO-2, xylenol orange hydroperoxide absorbance; Potency, µM (highest dose often 57.1 µM), without a hit: at the top dose activity change, negative = inhibition, usual class: inhibitors; 110,000 compounds, 0.56% hits; further: potency means the concentration at half of the fitted maximal effect; nearly all actives have a fitted effect of over 60% in size; many of its hits are not listed in these tables
#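 Enzyme 50 nM, AA 45 uM, 25 mM Hepes pH 7.5 + 0.01% Triton X-100; cpd preinc 15 min RT, rxn 90 min RT; stop/detect with 200 uM XO + 300 uM Fe(II) in 50 mM H2SO4, 30 min; A573/A405.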
# PNC assembly inh – perinucleolar compartment assembly inhibition. PC3M PTB-GFP, PNC prevalence imaging, 16 h; stronger effect = lower value. activity change (PNC), negative = inhibition, % at 10 µM. 140,000 compounds, 3.1% hits. AID 2417;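 active means readout at or below -70, meaning at least 70% loss of cells showing the perinucleolar compartment, a nuclear body marking cancer cells; inconclusive means readout between -30 and a set limit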;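 further: plate controls were DMSO wells for no effect and camptothecin positive control wells for full effect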
#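 Read-out is percentage of cells bearing a perinucleolar compartment, from automated 20x imaging of fixed, Hoechst-stained PC3M PTB-GFP cells. Cells were seeded 4 h, then exposed 16 h to compound (23 nl of library stock) in duplicate plates.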
# IMPase inh – IMPase inhibition in cells; P97697; CHO-M1 cells, IP1 accumulation, HTRF TR-FRET ratio; inhibition (IP1 accumulation), % at 46.1 µM; 120,000 tested, under 10 active; active means well fitted curve in the direction sought with a large enough effect in the signal ratio, not every such curve was filed as active; inconclusive means small, poorly fitted or top-dose-only effect, or a change in a side signal; inactive means no such curve, though single readings can be large or run the other way; the % refers to the signal ratio;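 further: cells stimulated with carbachol in lithium chloride buffer; plate controls were DMSO basal wells for no effect and reference inhibitor wells for full effect; higher means more IMPase inhibition seen as more IP1 and lower FRET ratio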
# Target sequence (P97697 whole entry, looked up): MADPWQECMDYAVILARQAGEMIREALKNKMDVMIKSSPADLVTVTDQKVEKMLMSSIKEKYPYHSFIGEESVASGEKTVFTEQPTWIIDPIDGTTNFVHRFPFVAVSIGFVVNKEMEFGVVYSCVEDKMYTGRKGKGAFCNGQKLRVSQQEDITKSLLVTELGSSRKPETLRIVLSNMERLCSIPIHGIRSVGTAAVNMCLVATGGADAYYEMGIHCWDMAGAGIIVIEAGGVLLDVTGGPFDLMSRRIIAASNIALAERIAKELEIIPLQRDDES
#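 The IP-One HTRF competitive assay in carbachol-stimulated CHO-M1 cells quantifies cellular IP1. Compounds spanned up to 46 uM final, and activity is expressed as AC50 from concentration-response fits of the ratio and donor data.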
# * = called active by the depositor; u = inconclusive; x = no result given; [ ] = remark or other dose. Unless noted, the call rests on the fitted dose curve; in most records, active means well fitted curve in the direction sought with a large enough effect; inconclusive means small, poorly fitted or top-dose-only effect, or another doubt; inactive means no such curve, though single readings can be large; an effect the other way counts as inactive or inconclusive. Unless noted, on the % scale 0 is the no-effect control and ±100 the full control effect. Some of the compounds tested; the hit share may differ from the screen's.
SMILES,ALOX12 inhib,ALOX15B inhib,PNC assembly inh,IMPase inh
CC(CC(=O)Nc1nncs1)c1ccccc1 (stereo not given),4.9%,x,-16.2,10.3
Oc1ccc(/C=N/NC(=S)Nc2cccnc2)c(O)c1,0.7%,x,36.7,12.8
COC(=O)CN(C#N)c1nc(OC)nc(N(C)C)n1,0.2%,-5.0%,-2.0,-2.4
Cc1ccc(-c2nn(C)c(=O)c3ccccc23)cc1CNC(=O)CSc1nc2ccccc2o1,-2.3%,12.3%,20.7,11.7
CCc1ncc(C(O)c2cccc(OC)c2OC)n1C (stereo not given),1.3%,1.3%,u,5.5
O=C(CN(Cc1ccccc1)S(=O)(=O)c1ccccc1)N/N=C/c1ccc2c(c1)OCO2,-4.6%,2.3%,6.8,5.4
O=C(Nc1ccccc1)c1ccccc1N=Cc1ccccc1O,0.4%,x,-18.2,x
Oc1ccccc1/C=N/n1c(-c2cccs2)n[nH]c1=S,-5.5%,u,17.6,-1.5
COc1ccc(C(=O)C(C)N(C(=O)c2ccc(Cl)cc2Cl)N2C(=O)C3C4C=CC(C4)C3C2=O)cc1 (stereo not given),-11.2%,-2.0%,4.2,5.3
COc1ccc(NC(=S)N(CCCN2CCCC2)Cc2cccs2)cc1,30.9%,x,122.4,x
Cc1cccc(NC(=S)NNC(=S)NCc2ccccc2)c1,-22.1%,u,20.2,3.9
CSc1nnc(Nc2ccccc2C)s1,1.4%,8.0%,66.0,3.1
CCOc1ccccc1C(=O)OCC(=O)Nc1cc(Cl)ccc1Oc1ccccc1,1.9%,x,26.7,14.3
O=C(Nc1cccc(Oc2ccc3c(c2)C(=O)NC3=O)c1)c1ccco1,-0.9%,-9.5%[11.4 µM],-91.9*,2.7[1.84 µM]
Cc1ccc(S(=O)(=O)NC(C)C(c2cccs2)N2CCN(C)CC2)cc1 (stereo not given),6.6%,x,89.7,2.5
COc1ccc(C(=O)Nc2ccccc2-c2ccccc2)cc1Cl,-2.9%,x,-27.4,x
CC(C)OC(=O)NC(c1ccccc1)C(Cl)(Cl)Cl (stereo not given),3.5%,x,-18.2,x
CCc1ccccc1NC(=S)NC1CC2CCCC(C1)N2Cc1cccs1 (stereo not given),-6.4%,2.5%[11.4 µM],u,0.9[1.84 µM]
CCCCN1CC[C@@H]2C=CC[C@H](C(=O)OC)[C@@H]2C1=O,-4.1%[0.00818 µM],13.8%[0.0915 µM],x,x
Cc1ccc(S(=O)(=O)N2CCN(Cc3cccc(C)c3O)CC2)cc1,-3.5%,x,18.5,3.1
Cc1cc(C2=NNC(=NCc3ccccc3)SC2)c(C)n1-c1c(C)n(C)n(-c2ccccc2)c1=O,-3.5%,x,-9.2,0.2
COc1ccc(CN2C(=O)NC3(CCOc4ccccc43)C2=O)cc1F (stereo not given),-3.8%,x,-80.0*,5.6
O=C(COc1cc(O)c2c(=O)cc(-c3ccccc3)oc2c1)c1ccccc1,-0.7%,-13.3%,74.0,-7.3
Cc1c(NC(=O)c2cc(-n3cnnc3)ccc2Cl)cccc1-c1nc2ccccc2s1,3.8%,0.4%,-24.2,2.3
COC(=O)c1sccc1-c1ccc(C(=O)Nc2ccccc2)o1,-2.0%,-7.3%,u,-2.9
O=C(CSc1nnc(SCc2ccc(Cl)cc2)s1)N/N=C/c1c(Cl)cccc1Cl,2.9%,x,4.2,x
COc1ccc2cnn(CCOc3cc(C)ccc3C(C)C)c(=O)c2c1OC,-6.1%,x,-113.4*,x
CCCOc1ccc(CCN2CCC(=O)NC2=O)cc1C,7.8%,6.6%,u,15.0
CCC(C)C1NC(=S)N(C2CCCCC2)C1=O (stereo not given),-6.8%,-9.3%,45.9,3.0
CC(=O)c1cccc(N=C2NC(=O)C(CO)(CO)S2)c1,4.5%,0.8%,25.3,-11.5
Cc1ccc(NC(=O)C2CCCN(S(=O)(=O)c3ccc4c(c3)oc(=O)n4C)C2)nc1 (stereo not given),-1.7%,-0.2%,10.8,-0.3
COc1ccccc1N1CCN(C(=O)CSc2ncnc3scc(-c4ccccc4)c23)CC1,-2.3%,x,22.4,13.1
Cc1ccc(NC2=CC(=O)OC(C)C2)cc1 (stereo not given),7.5%,-12.5%,12.3,3.4
Cc1ccc(NC(=O)CS(=O)CC(=O)NCCCN(C)c2ccccc2)cc1 (stereo not given),-4.3%,-10.7%,11.8,1.9
O=C(COC(=O)c1ccc(S(=O)(=O)N2CCCC2)cc1)NCc1ccccc1,0.8%,-2.8%,8.2,-11.3
CC(C)SCCCOc1ccc(C(C)(C)C)cc1,0.8%,2.1%,-29.2,4.0
C=CCN(CC=C)CCOc1ccccc1,-2.7%,x,u,x
CCCCCCn1c(SCC(=O)c2c(N)n(C)c(=O)n(C)c2=O)nc2ccccc21,1.9%,-2.7%,u,-0.3
Clc1cccc(Cl)c1/C=C/c1nc2ccccc2[nH]1,1.3%,26.3%,-21.9,-2.7
CCCCCCCCCCCC(CC1OC(=O)C1CCCCCC)OC(=O)C(CC(C)C)NC=O (stereo not given),0.5%,-6.5%,x,x
CCS(=O)(=O)CCSc1nc(C)cc(C)c1C#N,-6.5%,7.1%,-6.9,7.4
C#CCOC(=O)/C(=C/c1ccc(F)cc1)NC(C)=O,-0.2%,x,-14.7,6.0
Cc1ccsc1/C=C1\SC(N2CCOCC2)=NC1=O,-5.7%,-22.9%,-18.5,9.0
CCOC(=O)c1cc(C#N)c(SCC(=O)c2cc(C#N)c(SC)nc2C)nc1C,-10.1%,-17.7%,u,-20.2
Cc1ccc(-n2nc(CC#N)c(C#N)c2N)cc1,-2.2%,x,94.7,-9.7
O=S(=O)(Nc1cc(Sc2cccc3cccnc23)c(O)c2ccccc12)c1ccc(F)cc1,-8.5%,x,-118.2*,x
CC1=C(C(=O)OC(C)C)C(c2c[nH]c3ccccc23)n2ncnc2N1 (stereo not given),0.0%,13.2%,-105.8*,-3.5
COc1cc(OC)cc(C(=O)NC(=S)Nc2cccnc2)c1,-3.4%,-12.6%,2.3,-10.6

# Exported with values under each structure: part of the list above
# Fields – ALOX12 inhib | ALOX15B inhib | PNC assembly inh | IMPase inh
> O=C(COC(=O)c1ccc(S(=O)(=O)N2CCCC2)cc1)NCc1ccccc1
    0.8% | -2.8% | 8.2 | -11.3
> CC(C)SCCCOc1ccc(C(C)(C)C)cc1
    0.8% | 2.1% | -29.2 | 4.0
> C=CCN(CC=C)CCOc1ccccc1
    -2.7% | x | u | x
> CCCCCCn1c(SCC(=O)c2c(N)n(C)c(=O)n(C)c2=O)nc2ccccc21
    1.9% | -2.7% | u | -0.3
> Clc1cccc(Cl)c1/C=C/c1nc2ccccc2[nH]1
    1.3% | 26.3% | -21.9 | -2.7
> CCCCCCCCCCCC(CC1OC(=O)C1CCCCCC)OC(=O)C(CC(C)C)NC=O (stereo not given)
    0.5% | -6.5% | x | x
> CCS(=O)(=O)CCSc1nc(C)cc(C)c1C#N
    -6.5% | 7.1% | -6.9 | 7.4
> C#CCOC(=O)/C(=C/c1ccc(F)cc1)NC(C)=O
    -0.2% | x | -14.7 | 6.0
> Cc1ccsc1/C=C1\SC(N2CCOCC2)=NC1=O
    -5.7% | -22.9% | -18.5 | 9.0
> CCOC(=O)c1cc(C#N)c(SCC(=O)c2cc(C#N)c(SC)nc2C)nc1C
    -10.1% | -17.7% | u | -20.2
> Cc1ccc(-n2nc(CC#N)c(C#N)c2N)cc1
    -2.2% | x | 94.7 | -9.7
> O=S(=O)(Nc1cc(Sc2cccc3cccnc23)c(O)c2ccccc12)c1ccc(F)cc1
    -8.5% | x | -118.2* | x
> CC1=C(C(=O)OC(C)C)C(c2c[nH]c3ccccc23)n2ncnc2N1 (stereo not given)
    0.0% | 13.2% | -105.8* | -3.5
> COc1cc(OC)cc(C(=O)NC(=S)Nc2cccnc2)c1
    -3.4% | -12.6% | 2.3 | -10.6

# Additional compounds follow:
SMILES,ALOX12 inhib,ALOX15B inhib,PNC assembly inh,IMPase inh
O=C(NCCCCc1ccccc1)C12CN(Cc3ccccc3)CC1C(c1cccc([N+](=O)[O-])c1)=NO2 (stereo not given),-4.7%,11.1%,23.1,1.2
CC(=O)Nc1c(O)n(C)c2ccccc12,-4.6%,-2.0%,34.1,14.5
CC(=O)N1CCN(C2=NC(=O)C(=C3CCCCC3)S2)CC1,-1.4%,x,-100.0*,1.5
CC(C)c1nnc(NC(=O)C2CCN(c3nc4ccccc4s3)CC2)s1,-3.0%,2.6%,15.4,5.5
CC1(C)OC2C(CO)OC(n3cnc4c(=O)[nH]cnc43)C2O1 (stereo not given),-0.6%,-2.5%,x,x
CNC(=O)/C=C1\NC(C)(C)Cc2ccccc21,-4.9%,-4.0%,6.6,-0.4
Nc1cccc(C(F)(F)F)c1,7.0%,-1.9%,x,x
O=C(CSc1nnc(-c2ccccn2)n1Cc1ccco1)Nc1ccc2c(c1)OCO2,2.9%,u,27.7,5.1
O=C1CCCC(O)=C1C1C2=C(CCCC2=O)Oc2ccccc21 (stereo not given),-1.6%,8.0%,30.5,0.3
CCOC(=O)[C@H](CCc1ccccc1)N[C@@H](C)C(=O)N1CCC[C@H]1C(=O)O,-4.7%,1.0%[0.0915 µM],-4.6,-0.5[20.6 µM]
Cc1onc(-c2c(Cl)cccc2Cl)c1C(=O)Nc1ccc2c(c1)OCO2,-1.3%,1.0%,27.6,17.0
O=C(Nc1nnc(-c2ccc3c(c2)OCCO3)o1)c1ccc(Cc2ccccc2)cc1,7.1%,45.7%[activator],7.1,4.6
c1ccc(NCc2nnc3n2CCCCC3)cc1,-1.1%,-7.0%,43.2,-1.5
O=C(C1CCN(S(=O)(=O)c2cccc3nsnc23)CC1)N1CCN(c2ccccc2F)CC1,-0.8%,-9.7%,-25.5,-1.2
C=CCOC(=O)C1=C(C)NC(SC)=C(C#N)C1c1ccc(OCC)cc1 (stereo not given),-14.7%,-8.5%,-1.9,7.1
FC(F)(F)c1cc(-c2cccs2)nc(-n2cc(Br)cn2)n1,-5.9%,9.1%,u,-3.9
O=[N+]([O-])c1cccc(/C=N/n2c(COc3ccccc3)n[nH]c2=S)c1,u,u,-3.3,5.5
Cc1cc2nc(SCC(=O)N(C)C)c3c(c2cc1C)CCCC3,-11.4%,-0.8%,u,1.4
COc1ccccc1NC(C)C(=O)Nc1ccc(C(C)=O)cc1 (stereo not given),-1.0%,x,-21.7,x
O=c1[nH]c2ccccc2n1CCC1CCCCC1,-18.9%,-13.2%,u,6.9
CSc1ccc(/C=N/NC(=O)COc2ccc(Br)cc2Cl)cc1,-0.4%,x,-12.9,0.0
CCN(CC)C(=O)c1sc(NC(=O)Cc2cccs2)c(C#N)c1C,-1.7%,-4.2%,29.9,-5.5
CCCCCC1C(=O)CCC1CC(=O)O (stereo not given),-1.7%,3.4%,x,x
COc1ccc(-n2nnc3c(=O)n(Cc4cc(C)ccc4C)cnc32)cc1,-5.1%,-7.0%,-4.5,13.3
Cn1c(N)c(C(=O)COC(=O)c2cc(-c3ccccc3)nc3ccccc23)c(=O)n(C)c1=O,0.8%,-3.0%,x,x
O=C(O)/C=C/C(=O)N(Cc1ccccc1)Cc1ccco1,1.9%,x,2.9,-12.2
CC1=NN(C(=O)c2c(Br)cnn2C)C(O)(C(F)(F)F)C1 (stereo not given),1.1%,4.6%,49.5,-1.0
C=CCc1ccc(OCCCN2CCCC(C)C2)c(OC)c1 (stereo not given),-5.0%,13.0%,u,8.5
